KOR beta-arrestin-1 – KOR antagonists, beta-arrestin recruitment, cell-based, luminescence, uHTS (AID 1778) | KOR beta-arrestin recruitment, luminescence, antagonist mode; higher % means a stronger effect | one-dose inhibition, % at 10 µM; IC50 in µM for titrated hits | actives 0.091% (n = 290,000); further: strong numbers were not always called active
GPR55 activation – GPR55 agonists via beta-arrestin recruitment, primary screen, imaging, U2OS cells, beta-arrestin-GFP redistribution (AID 1961). U2OS GPR55 beta-arrestin-GFP redistribution imaging; higher % means a stronger effect. activation, % at 10 µM, or EC50 in µM where a hit was titrated. actives 0.048% (n = 290,000);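 active means activation above 40% with more than 50 cells counted in the well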;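 further: U2OS osteosarcoma cells stably expressing GPR55 and beta-arrestin-GFP; plate controls were DMSO negative control for no effect and LPI positive control for full effect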
GPR55 LPI antagonism – inhibition of LPI-stimulated GPR55 beta-arrestin translocation – imaging, U2OS, beta-arrestin-GFP, LPI agonist, primary screen (AID 2013). U2OS GPR55 beta-arrestin-GFP translocation imaging, LPI antagonism; higher % means a stronger effect. actives 0.13% (n = 290,000). one-dose inhibition, % at 10 µM; IC50 in µM for titrated hits;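 active means spots per cell inhibited over 60%, with over 100 cells counted and total cytoplasm intensity under 500,000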;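 further: U2OS cells stably carrying GPR55 and arrestin-GFP stimulated by 5 µM LPI near EC80; imaged beta-arrestin-GFP aggregate spots per cell after agonist stimulation; plate controls were LPI-stimulated DMSO wells for no effect and DMSO wells without LPI for full effect; some results filed as inactive read as strong as hits; confirmed hits need IC50 under 10 µM and bright autofluorescent wells are also inconclusive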
MgcRacGAP inhibition – MgcRacGAP GTPase-activating activity inhibitors, confirmation, biochemical, ADP Hunter fluorescence. MgcRacGAP-stimulated Rac1 GTP hydrolysis, ADP Hunter fluorescence; higher % means a stronger effect; GST-tagged Rac1 F28L mutant substrate. inhibition, % at 30 µM; hits with a dose series show IC50 in µM. actives 0.6% (n = 340,000);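 active means first-screen hits whose inhibition reached a set limit at any dose in the follow-up dose series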;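 further: fluorescence reports GDP produced by GAP-driven GTP hydrolysis; strong numbers were not always called active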
NOD2 inhibition – NOD2 signaling inhibitors, cell-based, luminescence, uHTS, HEK293 (AID 1566); HEK293 NOD2/NF-kB luciferase reporter, luminescence; higher % means a stronger effect; actives 0.63% (n = 290,000); inhibition, % at 4 µM; hits with a dose series show EC50 in µM; further: many of its hits are not listed in these tables
HIV fusion peptide – cell-free HIV fusion peptide-binding blockers – biochemical, uHTS, fluorescence dequenching, primary screen (AID 1986). cell-free peptide binding, fluorescence dequenching, 30 min; higher % means a stronger effect. inhibition, % at 20 µM, or IC50 in µM where a hit was titrated. actives 0.3% (n = 290,000); in the data active means inhibition mostly above about 52%, no sharp cut-off; inactive means mostly below about 76%; further: some results filed as inactive read as strong as hits
KOR beta-arrestin-2 – kappa opioid receptor activators – cell-based, luminescence, uHTS, primary screen (AID 1777); actives 0.02% (n = 280,000); one-dose activation, % at 10 µM; EC50 in µM for titrated hits; KOR beta-arrestin recruitment, luminescence; higher % means a stronger effect; in the data active means activation above about 50%, passing the limit was not always enough; further: a part of the inactive calls stands beside numbers as strong as those of hits
NOD1 NF-kB reporter – inhibition of NOD1-driven NF-kB reporter – cell-based, luminescence, uHTS, primary screen (AID 1578). NOD1-driven NF-kB luciferase reporter cells, luminescence; higher % means a stronger effect. inhibition, % at 4 µM, or EC50 in µM where a hit was titrated. actives 1% (n = 290,000); in the data active means inhibition mostly above about 36%, no sharp cut-off; inactive means mostly below about 34%;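 further: HEK-293T reporter cells stimulated with the NOD1 agonist gamma-tri-DAP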
Large T inhibition – TAg ATPase/helicase activity blockers – biochemical (AID 1903); SV40 large T antigen ATPase/helicase inhibition assay; higher % means a stronger effect; inhibition, % at 20 µM; hits with a dose series show IC50 in µM; actives 0.39% (n = 310,000); in the data active means a potency from the dose series; further: strong numbers were not always called active
Numbers without * were called inactive; / = not tested or not shown; [ ] = another dose, or the depositor's remark. Unless noted, no stated cut-off is given here; in the data, active means inhibition above about 50%; inactive means the rest. Not all compounds are listed; the hit share may differ from the screen's.

SMILES | KOR beta-arrestin-1 | GPR55 activation | GPR55 LPI antagonism | MgcRacGAP inhibition | NOD2 inhibition | HIV fusion peptide | KOR beta-arrestin-2 | NOD1 NF-kB reporter | Large T inhibition
COCCOC(=O)C1=C(C)NC(=O)NC1C1CC=CCC1 (stereo not drawn) | -15% | -0.1% | 18% | 4% | 12% | 1.5% | -3.5% | -7% | 15%
COC(=O)[C@@H]1C[C@H]1[C@@H](NC(=O)c1ccccc1)c1ccccc1 | -13% | 0.5% | 4% | 0% | 5% | 2.0% | 1.7% | -26% | 5%
CCN1CCN(C(=O)c2ccccc2N(C)S(=O)(=O)c2ccc(C)cc2)CC1 | 11% | -0.2% | 20% | 5% | 4% | -0.1% | -1.2% | / | 4%
CC(C)c1ccc2[nH]c3c(c2c1)CCC/C3=N\NC(=O)c1ccncc1 | 45% | 0.3% | 11% | 6% | -17% | -0.6% | 2.0% | 13% | 5%
Cn1cc(CN2CCCC(C(=O)c3cc(F)ccc3F)C2)c2ccccc21 (stereo not drawn) | 3% | -0.1% | 18% | -5% | 17% | -1.3% | -3.8% | -23% | /
CC(C)(C)c1ccc(OCC(=O)Nc2ccncc2)cc1 | -5% | 0.4% | 1% | 5% | 33% | -1.2% | -2.1% | 27% | 9%
COc1cc(C(=O)Nc2ccc3c(c2)OCO3)ccc1-n1cnnn1 | 5% | 0.0% | 12% | 2% | 0% | 4.5% | -4.4% | -8% | 7%
CC(C)NC(=O)c1onc(CSc2ccc(C(C)C)cc2)c1C(=O)O | -18% | -0.1% | -10% | 4% | 5% | 10% | -0.9% | -24% | 13%
COc1ccc(CCNC(=O)/C=C/c2ccco2)cc1OC | -13%[20 µM] | 1.1% | 7% | 15% | 4% | 12% | -5.6% | -34% | 15%
Cc1ccc(NC(=O)CSc2nnc(-c3cc(C)[nH]n3)n2N)cc1 | 19% | 0.3% | -5% | 13% | 2% | -0.2% | 0.3% | -24% | /
O=C(c1ccc(S(=O)(=O)N2CCOCC2)cc1)N1CCN(C2=NS(=O)(=O)c3ccccc32)CC1 | 12% | -0.1% | 2% | 2% | 17% | 1.3% | 3.4% | 4% | 8%
COC(=O)CC1C(=O)NCCN1C(=O)CSc1nc2ccccc2c(=O)n1CC(C)C (stereo not drawn) | -32% | -0.4% | 0% | 0% | 16% | 0.1% | 2.7% | 2% | 11%
N#CC1=C(N)Oc2cc3ccccc3cc2C1c1cccnc1 (stereo not drawn) | -31% | -0.1% | -28% | 16% | -11% | -2.4% | 6.6% | 16% | 4%
O=C(COC(=O)Cc1ccccc1F)Nc1ccc2c(c1)OCO2 | 7% | 0.7% | 0% | 1% | 16% | -0.6% | -1.9% | -31% | 8%
O=C(Nc1ccc2c(c1)OCCO2)C1CCCN(S(=O)(=O)c2cccs2)C1 (stereo not drawn) | -6% | -0.1% | 28% | 5% | -1% | -0.2% | 3.8% | 26% | 0%
CCCCN1C(=O)c2ccccc2C1C(=O)NC1CCCC1 (stereo not drawn) | 18% | 0.0% | 10% | 6% | 14% | -0.4% | -2.3% | -1% | 8%
CC(C)C(C(=O)NC1CCCC1)N(Cc1ccco1)C(=O)CNS(=O)(=O)c1ccccc1 (stereo not drawn) | -1% | -0.4% | 1% | 5% | -8% | -0.3% | 4.7% | -5% | 5%
N/C(=N\OC(=O)COc1ccc2ccccc2c1)c1ccccn1 | -43% | 0.0% | 5% | 4% | -145% | 0.1% | 9.3% | -30% | 16%
COc1ccccc1CNC(=O)[C@H](C)NC(=O)C1CCN(C(=O)[C@@H](N)CC(C)C)CC1 | -5%[20 µM] | 0.3% | -8% | 2% | 9% | -0.8% | -4.4% | -18% | -9%
NNC(=O)c1cncn1-c1ccc(F)cc1 | -2% | -0.4% | 1% | 0% | 3% | 0.8% | -6.7% | -19% | 5%
Cc1cccnc1NC(=O)Nc1cccc(C(F)(F)F)c1 | -2% | -0.1% | 8% | 10% | -30% | 0.7% | -0.5% | -30% | -5%
CCN(CC)c1ccc([C@H]2[C@@H]3CCCC[C@]3(O)CCN2CC(=O)NCc2ccco2)cc1 | 19% | 0.0% | -6% | 5% | 8% | -0.1% | -2.8% | 1% | 27%
CCNC(=O)CCc1nc(-c2ccc(C(C)(C)C)cc2)no1 | 1% | 0.3% | 15% | 7% | -27% | 2.3% | -1.4% | -46% | 0%
O=C(Nc1ccc(Br)cc1)c1cccc(N2C(=O)C3C4CCC(C4)C3C2=O)c1 (stereo not drawn) | / | -0.4% | 0% | 12% | 23% | 0.3% | 2.4% | 11% | 1%
O=C(C1=C(O)C(=O)N(CCN2CCOCC2)C1c1cccc(Br)c1)c1cc2ccccc2o1 (stereo not drawn) | 6% | -0.1% | 12% | 5% | 0% | 6.2% | 0.5% | -23% | 11%
CCN1C(=O)/C(=C/C2=Cc3ccccc3OC2C)SC1=S (stereo not drawn) | 34% | -0.1% | 12% | / | 14% | 24% | 0.0% | 2% | 8%
Cc1ccc(S(=O)(=O)N2C(=O)CCC2C(=O)N2CCCCC2)cc1 (stereo not drawn) | -9% | 0.0% | -11% | 3% | 15% | -1.1% | 0.6% | -5% | -2%
Cc1nn(-c2ccccc2)c2nc(-c3ccncc3)cc(C(=O)NCc3ccco3)c12 | -18% | -0.3% | 11% | 3% | 33% | -1.6% | -4.3% | 7% | 4%
COc1cccc(NC(=O)C2C3C=CC4(O3)C2C(=O)N(C2CC2)C4C(=O)NC2CCCCC2C)c1 (stereo not drawn) | -13% | -0.3% | -2% | 1% | 3% | 18% | 2.3% | -14% | 1%
COc1ccccc1N1CCN(CC(=O)Nc2cc(F)ccc2C)CC1 | -18% | -0.1% | -10% | 3% | -1% | -2.6% | -3.4% | -8% | 4%
CCCn1c(N)c(C(=O)CSc2nnc(C3CC3)n2Cc2ccccc2)c(=O)[nH]c1=O | -51% | -0.1% | -1% | 14% | 0% | -1.4% | 5.2% | -7% | 3%
COc1cc(CNc2ccc3[nH]c(=O)[nH]c3c2)ccc1OCC(=O)NC(C)(C)C | 8% | -0.2% | 18% | 19% | -8% | 6.5% | -0.4% | -17% | -1%
CCCCCCCCCCCC(=O)NC1CCS(=O)(=O)C1 (stereo not drawn) | -22%[20 µM] | 0.5% | -1% | 3% | -1% | -1.0% | -6.8% | -20% | 3%
COc1ccc(CCNc2oc(Cc3ccccc3)nc2C#N)cc1OC | 11% | 0.2% | 5% | 18% | 37% | -0.2% | -1.1% | 26% | 13%
CCOc1ccc(S(=O)(=O)N2CCCC(C(=O)NCc3ccccn3)C2)cc1 (stereo not drawn) | -13% | -0.2% | -3% | 2% | 6% | 1.1% | 0.1% | -10% | 16%
O=C(NCc1ccccc1)c1ccc(C2SCC(=O)N2Cc2ccccc2)cc1 (stereo not drawn) | -60% | 0.2% | 4% | -2% | / | -1.0% | 1.2% | / | 14%

An excerpt from the list above:
SMILES | KOR beta-arrestin-1 | GPR55 activation | GPR55 LPI antagonism | MgcRacGAP inhibition | NOD2 inhibition | HIV fusion peptide | KOR beta-arrestin-2 | NOD1 NF-kB reporter | Large T inhibition
Cc1nn(-c2ccccc2)c2nc(-c3ccncc3)cc(C(=O)NCc3ccco3)c12 | -18% | -0.3% | 11% | 3% | 33% | -1.6% | -4.3% | 7% | 4%
COc1cccc(NC(=O)C2C3C=CC4(O3)C2C(=O)N(C2CC2)C4C(=O)NC2CCCCC2C)c1 (stereo not drawn) | -13% | -0.3% | -2% | 1% | 3% | 18% | 2.3% | -14% | 1%
COc1ccccc1N1CCN(CC(=O)Nc2cc(F)ccc2C)CC1 | -18% | -0.1% | -10% | 3% | -1% | -2.6% | -3.4% | -8% | 4%
CCCn1c(N)c(C(=O)CSc2nnc(C3CC3)n2Cc2ccccc2)c(=O)[nH]c1=O | -51% | -0.1% | -1% | 14% | 0% | -1.4% | 5.2% | -7% | 3%
COc1cc(CNc2ccc3[nH]c(=O)[nH]c3c2)ccc1OCC(=O)NC(C)(C)C | 8% | -0.2% | 18% | 19% | -8% | 6.5% | -0.4% | -17% | -1%
CCCCCCCCCCCC(=O)NC1CCS(=O)(=O)C1 (stereo not drawn) | -22%[20 µM] | 0.5% | -1% | 3% | -1% | -1.0% | -6.8% | -20% | 3%
COc1ccc(CCNc2oc(Cc3ccccc3)nc2C#N)cc1OC | 11% | 0.2% | 5% | 18% | 37% | -0.2% | -1.1% | 26% | 13%
CCOc1ccc(S(=O)(=O)N2CCCC(C(=O)NCc3ccccn3)C2)cc1 (stereo not drawn) | -13% | -0.2% | -3% | 2% | 6% | 1.1% | 0.1% | -10% | 16%
O=C(NCc1ccccc1)c1ccc(C2SCC(=O)N2Cc2ccccc2)cc1 (stereo not drawn) | -60% | 0.2% | 4% | -2% | / | -1.0% | 1.2% | / | 14%

Additional records:
SMILES | KOR beta-arrestin-1 | GPR55 activation | GPR55 LPI antagonism | MgcRacGAP inhibition | NOD2 inhibition | HIV fusion peptide | KOR beta-arrestin-2 | NOD1 NF-kB reporter | Large T inhibition
COc1cc(OC)cc(-c2nnc(SCC(=O)N(C(C)C)C(C)C)o2)c1 | 36% | -0.2% | 5% | 6% | 4% | -1.0% | 8.8% | -12% | 10%
CN(C)c1cc[n+](CC(=O)c2ccc(OC(F)F)cc2)cc1 | 24% | -0.1% | 4% | 0% | 22% | -3.3% | 1.2% | 18% | 12%
COC(=O)c1cc(NC(C)=O)ccc1N1CCOCC1 | -56%[20 µM] | -0.1% | -4% | -4% | 16% | -0.5% | 1.6% | -3% | 11%
COc1cccc(CNC(=O)CCC2CCCN(C(=O)CCC(F)(F)F)C2)c1 (stereo not drawn) | -4% | -0.1% | 3% | 2% | -4% | -1.7% | / | -14% | 7%
O=C(Cc1ccc(F)cc1)Nc1nc(-c2ccc(F)cc2)cs1 | -25% | 0.2% | 1% | 4% | -18% | -1.2% | 0.3% | 20% | 3%
COc1cccc(OC)c1C(=O)Nc1ccc([N+](=O)[O-])cn1 | / | 0.1% | 11% | 7% | -8% | 1.0% | -2.0% | -34% | 8%
ON=Cc1cccn1-c1ccccc1 | -9% | -0.1% | 2% | 1% | -6% | -2.5% | 4.0% | -9% | 11%
C/C(N)=C(/C#N)C(=O)CSc1nc2cc(Cl)ccc2c(=O)n1Cc1ccco1 | 46% | -0.2% | -3% | 9% | 20% | 7.8% | -4.8% | -13% | 4%
COc1cc(/C=N/N2CCN(Cc3ccccc3)CC2)cc(OC)c1OC(C)=O | 20% | -0.1% | 4% | 12% | -2% | 1.0% | -1.5% | -27% | 13%
CC(C)Oc1ccc(C(=O)O)cc1 | 17% | 0.3% | 25% | 7% | 13% | 1.2% | -3.1% | 1% | 23%
COC(=O)c1ccccc1NC(=O)CSc1nncn1C | -8% | 1.9% | 6% | 12% | -6% | -0.8% | -5.5% | -24% | 9%
COc1cc(CNCc2cccs2)ccc1OCC(N)=O | -26% | -0.1% | 17% | 2% | 2% | -2.5% | 3.9% | 4% | -3%

Screens: PubChem, several laboratories
